N-glyco inh = blocks N-linked glycosylation in D54 reporter cells; D54 ERlucT glycosylation luciferase reporter, 24 h; percent of 100 nM tunicamycin response; reporter increase, % at 12.5 µM; 0.23% of 360,000 active; AID 588692;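 active = mean luciferase reporter signal, scaled so untreated is 0 and the glycosylation-blocking control 100, at or above a set limit in every replicate; inconclusive = mean reaches the limit but not every replicate does; inactive = mean below the limit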;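 also: luciferase carries N-glycosylation sites so blocking glycosylation raises the light; 0% = median of neutral control wells and 100% = median of 100 nM tunicamycin wells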
m5-HT2A agonist = activates the mouse 5-HT2A serotonin receptor. P35363. CHO-K1 mHTR2A beta-arrestin complementation, luminescence; percent of 30 µM serotonin response. activation, % at 7.6 µM. 0.66% of 360,000 active;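 active = activation above a run cutoff, the mean activation of all tested compounds plus 3 SD, cut at about 14% in these data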;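 also: 0% = plate median of compound wells and 100% = 30 µM serotonin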
CaV13 ICDI inh = Primary screen for inhibitors of IQ motif and Ca2+-dependent inactivation inhibitor domain binding in CACNA1D, Förster resonance energy transfer in living cells, …; AID 743397; HEK cells, CFP/YFP FRET ICDI-IQ, plate reader, 10 min; percent FRET-ratio fall versus neutral wells; inhibition, % at 12.3 µM; 0.098% of 340,000 active;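 active = mean replicate inhibition of at least 30% and at least 1% of replicates passing that level; inconclusive = only one of the two criteria is met; inactive = neither criterion is met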;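 also: 0% = median of the neutral control wells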
MC4R barr agon = human MC4R agonism via beta-arrestin; U2OS MC4R beta-arrestin complementation, luminescence; percent of melanotan II response, DMSO zero; activation, % at 8.9 µM; 0.98% of 360,000 active; AID 540308;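 active = activation above a per-plate cutoff, the mean activation of sample wells on that plate plus 3 SD, cut at about 8% in these data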
Granule exo inh = lytic granule exocytosis inhibition | 0.66% of 360,000 active | inhibition, % at 10 µM | TALL-104 LAMP-1 surface exposure, flow cytometry; cells stimulated with thapsigargin and PMA | AID 651702;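 active = inhibition above about 55%, limit read from the data; inconclusive = no clear call, values can overlap the other calls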
MC4R antag cAMP = human MC4R antagonism in cAMP assay. P32245. MC4R-expressing cells, MTII-stimulated cAMP, LANCE TR-FRET. inhibition, % at 6.5 µM. 0.48% of 360,000 active;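 active = inhibition above its plate's cutoff, the mean of tested wells on that plate plus 3 SD, cut at about 29% in these data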;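 also: 0% = Melanotan II alone and 100% = Melanotan II plus saturating MCL0020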
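material = U2OS cells stably expressing human melanocortin 4 receptor (MC4R) | also added = Melanotan II challenge | dosing = single nominal compound dose of 6.5 µM | detection = TR-FRET with Eu-cAMP and labeled anti-cAMP, 671 nm | replication = singlicate | timing = compound 30 min, challenge 1 h, detection 1 h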
ABCB6 inh 2 = blocks the human ABCB6 transporter; fluorescence ratio to DMSO, % at 10 µM; AID 602162; K562-ABCB6 porphyrin accumulation, flow cytometry, 1 h; stronger effect = lower value; 0.19% of 360,000 active; Q9NP58;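 active = fluorescence ratio to DMSO below 75%, the collection mean minus 3 SD; inconclusive = too few cells collected in the well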;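 also: signal is porphyrin accumulated inside mitochondria; 100% equals median channel fluorescence of DMSO control wells; lower ratio means ABCB6 inhibition with less porphyrin fluorescence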
Target sequence (Q9NP58 whole entry, looked up): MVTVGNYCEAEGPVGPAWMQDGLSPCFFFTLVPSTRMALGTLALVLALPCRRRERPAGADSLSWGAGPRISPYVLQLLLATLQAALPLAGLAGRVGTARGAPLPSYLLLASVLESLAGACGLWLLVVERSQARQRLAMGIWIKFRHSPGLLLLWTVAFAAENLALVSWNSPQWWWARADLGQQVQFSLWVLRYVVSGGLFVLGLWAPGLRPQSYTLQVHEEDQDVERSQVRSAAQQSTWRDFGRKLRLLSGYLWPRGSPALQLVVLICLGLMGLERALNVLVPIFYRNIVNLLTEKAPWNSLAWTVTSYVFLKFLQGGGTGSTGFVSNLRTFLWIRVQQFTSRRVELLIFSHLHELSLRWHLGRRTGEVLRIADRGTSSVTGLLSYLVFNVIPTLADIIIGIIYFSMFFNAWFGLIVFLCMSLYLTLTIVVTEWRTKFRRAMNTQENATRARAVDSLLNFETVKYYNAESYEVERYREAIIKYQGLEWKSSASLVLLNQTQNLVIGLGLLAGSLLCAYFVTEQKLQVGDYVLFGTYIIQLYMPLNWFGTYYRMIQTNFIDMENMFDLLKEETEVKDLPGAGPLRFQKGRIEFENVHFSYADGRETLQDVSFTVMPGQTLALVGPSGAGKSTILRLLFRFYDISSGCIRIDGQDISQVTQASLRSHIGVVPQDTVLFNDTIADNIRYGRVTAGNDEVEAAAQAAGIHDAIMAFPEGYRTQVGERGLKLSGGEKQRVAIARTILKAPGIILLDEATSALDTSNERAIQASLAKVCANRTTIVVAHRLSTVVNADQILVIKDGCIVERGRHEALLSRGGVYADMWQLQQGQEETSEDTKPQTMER
ABHD5 PLIN5 PPI = inhibitors of human ABHD5-perilipin-5 interaction. Split G. princeps luciferase complementation, luminescence, 4 h. inhibition, % at 4 µM. 0.78% of 360,000 active;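 active = inhibition above the mean inhibition across every tested compound plus 3 SD, cut at about 22% in these data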;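 also: 0% = DMSO only wells and the 100% control is not disclosed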
Cardio protect = protects H9c2 cardiomyocytes from peroxide injury. H2O2 injury protection, ATPLite, 2 h. protection from H2O2 cell death, % at 20 µM. 0.63% of 360,000 active;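 active = compounds giving at least 50% protection of heart cells from peroxide-induced death in the single-dose screen, raw or plate-pattern-corrected value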;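 also: 0% = DMSO wells with peroxide and 100% = DMSO wells without peroxide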
PDI turbidity = PDI (human) enzyme inhibition; P07237; PDI insulin aggregation turbidity, A650, 90 min; inhibition, % at 10 µM; 0.052% of 350,000 active;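 active = mean inhibition across replicates of 30% or more, whatever share of single replicates reach that level; inconclusive = mean inhibition below 30% while every single replicate reaches 30%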;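 also: absorbance from insulin aggregation driven by PDI reduction with DTT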
Numbers without * were called inactive; u = inconclusive; x = not tested or not shown.

SMILES	N-glyco inh	m5-HT2A agonist	CaV13 ICDI inh	MC4R barr agon	Granule exo inh	MC4R antag cAMP	ABCB6 inh 2	ABHD5 PLIN5 PPI	Cardio protect	PDI turbidity
CCOc1ccc(/C=C/C(=O)Nc2ccccc2C(F)(F)F)cc1	-1	-1	-5	8.8*	-5	7	97	0	-3	3
Cc1oc(-c2ccc(Cl)cc2)nc1CN1CCCC(C(=O)N2CCOCC2)C1 (configuration not stated)	2	0	-2	-2.1	0	4	99	-4	-5	1
Cc1ccc(CC(=O)N/N=C/c2ccc3c(c2)OCO3)cc1	-2	6	0	0.4	-3	6	101	3	-13	-1
Oc1ccc(-c2nc(-c3ccc(O)c(O)c3)cs2)cc1	12	-11	-9	-1.6	4	-21	100	3	53*	1
O=C(Nc1ccncc1)OCc1ccccc1	0	10	-5	1.4	11	17	98	-3	-5	1
COc1ccc(C2(c3ccc(OC)cc3)NC(=O)N(CC(=O)Nc3cc(C)ccc3OC)C2=O)cc1	3	-4	-3	-1.8	-5	14	95	0	6	-3
CCCCN1C=C(C(C)=O)C(=O)CC1	2	0	-10	-2.5	0	-5	97	4	9	6
O=c1cc(O)nc(-c2ccc(Cl)cc2)s1	0	1	-6	-2.6	3	-2	102	-15	2	-1
Cc1ccc(-n2ncc3c(NNC(=O)c4ccco4)ncnc32)cc1Cl	-4	6	-4	-2.3	-1	7	97	5	5	7
Cc1nonc1NC(=O)CSc1nnnn1-c1ccccc1	0	11	-3	2.9	-16	6	94	3	-3	-5
O=c1[nH]c2ccc(NC(=S)Nc3ccc(Cl)cc3Cl)cc2[nH]1	3	0	-9	-4.0	-4	4	108	-2	9	4
Cc1cccc(-n2ncc3c2CCCC3NC(=O)CCc2ccncc2)c1C (configuration not stated)	-1	1	-2	-3.4	0	6	98	3	-8	0
CCCCSC(=S)NC1CCS(=O)(=O)C1 (configuration not stated)	10	-1	-6	-1.1	-2	-4	98	1	7	-4
O=C(Cn1c2ccccc2c(=O)c2ccccc21)Nc1ccccc1F	-1	7	0	-0.6	-1	8	97	-4	0	-2
CC1CN(C(=O)COc2ncnc3ccccc23)CC(C)O1 (configuration not stated)	0	10	-4	-0.8	0	0	97	2	-12	-3
c1ccc(Cc2c(C3CCCCC3)nc3c4ccccc4ccn23)cc1	x	0	-7	x	-5	x	107	-11	x	x
O=c1cc(-c2ccccc2)nc(SCc2ccc(F)cc2)[nH]1	-1	-5	-5	0.8	4	1	91	-1	10	-1
O=C1[C@@H]2Cc3c([nH]c4ccccc34)C(c3ccc([N+](=O)[O-])cc3)N2C(=O)CN1C1CC1 (some centres not stated)	43*	4	-4	-0.7	0	6	95	9	45	0
Cc1ccc(S(=O)(=O)N2CCN(C(=O)CN3C(=O)NC4(CCOc5ccccc54)C3=O)CC2)cc1 (configuration not stated)	2	2	-4	0.3	-1	5	96	-1	4	-2
COc1cc2c(cc1OC)C(C)N(C(=O)c1ccc(Br)o1)CC2 (configuration not stated)	3	-1	-5	-1.9	0	-1	100	2	-5	-15
Cn1c(=O)c2[nH]c(=O)cnc2n(C)c1=S	2	9	4	1.3	2	-3	102	-3	11	-3
COc1ccccc1NC(=O)NC1CCCc2ccccc21 (configuration not stated)	-3	2	-2	-1.5	3	5	87	5	4	17
O=C(NC1CCN(C(=S)NCc2ccco2)CC1)NC12CC3CC(CC(C3)C1)C2	-3	4	x	-0.8	2	1	103	13	-3	-2
COc1cccc(N/C(N)=N/c2nc(C(F)(F)F)cc(C(F)(F)F)n2)c1	-1	2	-2	1.0	-5	-1	103	-5	-16	13
CC(C)Sc1nc(N)nc(-c2cccs2)c1C#N	3	9	0	5.3	-6	1	89	-7	-16	2
COc1ccc(C)cc1NC(=O)CSc1nnc(-c2ccc(OC)c(OC)c2)n1N	0	-3	-6	-1.9	-4	-3	103	5	6	24
O=C(/C=C/c1ccccc1)NNc1ccc(Cl)cc1	1	-3	-7	-1.6	-2	13	102	-4	-5	-1
CC(C)CN(C(=O)C1CC1)c1c(N)n(Cc2ccccc2)c(=O)[nH]c1=O	0	0	-5	-1.6	-2	-1	99	3	7	-4
NS(=O)(=O)c1ccc(NS(=O)(=O)c2ccc3c(c2)OCCO3)cc1	-2	13	-5	-1.4	-6	30*	104	5	-1	6
CCOC(=O)C1CCN(S(=O)(=O)c2ccc(Cl)nc2)CC1	0	1	-6	-1.7	-1	0	95	-4	-6	1
Cc1csc(SCc2ccc(C(=O)O)cc2)n1	1	1	-3	-2.0	-3	8	97	6	2	2
COc1cc(OC)cc(C(=O)N2CCN(C3CCC(C)CC3)CC2)c1 (configuration not stated)	-1	5	-5	0.7	-4	12	93	6	3	3
Cc1ccc(N2C(=O)C3CCCN3C2=S)cc1Cl (configuration not stated)	1	-1	-4	0.7	3	15	103	2	0	-7
CCc1nn2cc(C(=O)c3cc(C)ccc3O)cnc2c1-c1ccc(F)cc1	4	0	-3	5.2	-4	-6	81	-2	-4	-2
COc1ccccc1N1CCN(C2CCCN(C(=O)c3ccoc3)C2)CC1 (configuration not stated)	1	-7	-4	0.4	u	4	102	8	2	3
O=C(NCc1ccco1)C1CCN(C(=O)c2ccc([N+](=O)[O-])cc2)CC1	2	6	-5	0.7	0	-2	100	-1	0	10
COc1cc(/C=C/C(=O)O)cc(Br)c1O	1	1	-5	0.1	3	4	96	2	4	8
O=C(COc1ccccc1)Nn1c(-c2ccccc2)nc2ccccc2c1=O	0	-1	-5	0.1	-4	-4	83	-5	13	-7
CCOc1ccc(OCC)c(NC(=O)C2CCCN2S(=O)(=O)c2cccc3cccnc23)c1 (configuration not stated)	-2	0	u	0.1	-1	2	102	5	8	-3
Cc1cccc(C)c1NC(=O)C(NC=O)c1ccc(Cl)cc1 (configuration not stated)	3	-10	-6	-4.0	-2	1	91	-5	-9	2
Cc1ccc(C(=O)COc2ccc3ccc(=O)oc3c2)cc1	-1	-1	-3	-2.3	0	3	91	1	0	3
CC1(C)Cc2c(C#N)c(N)sc(=S)c2CO1	6	-2	-7	-2.3	0	1	96	-9	2	1
Cc1cccc(NS(=O)(=O)c2ccc(C)c(C(=O)NCC(c3cccs3)N3CCOCC3)c2)c1 (configuration not stated)	-1	-3	-6	-0.8	0	6	99	-1	-9	1
O=S(=O)(Nc1ccc(N2CCCCC2)cc1)c1ccc(F)c(F)c1	-1	4	-3	6.0	0	12	100	0	-16	5
COc1ccc(OC)c(CN2C(=O)c3ccccc3C2c2nnnn2-c2c(C)cccc2C)c1 (configuration not stated)	x	0	-8	x	-4	x	97	-7	x	x
Cc1ccc(C)c(N2CCN(S(=O)(=O)c3ccc4c(c3)NC(=O)CS4)CC2)c1	-2	10	-2	2.8	14	17	97	-9	-7	0
O=C(NCc1ccccc1F)C1CCCN(C(=O)Nc2ccccc2)C1 (configuration not stated)	-1	5	-2	-1.5	-13	20	97	0	-6	-8
Cc1ccc(CNC(=O)C2CCC(=O)N(CCc3cccc(F)c3)C2)s1 (configuration not stated)	0	4	-5	-1.0	-1	1	98	3	1	3
O=C(/C=C/c1ccc2ccccc2c1)c1ccoc1	2	-1	x	1.6	8	15	115	25*	-24	4
COc1ccc(CCN=C(N)NS(=O)(=O)c2ccc(C)c(C)c2)cc1OC	0	6	-6	-0.6	28	1	96	-1	3	-12

Ordered by the number under Granule exo inh (ascending): 3 of the compounds above
structure | Granule exo inh
CCc1nn2cc(C(=O)c3cc(C)ccc3O)cnc2c1-c1ccc(F)cc1 | -4
Cc1csc(SCc2ccc(C(=O)O)cc2)n1 | -3
O=C(Nc1ccncc1)OCc1ccccc1 | 11

(next part)
SMILES	N-glyco inh	m5-HT2A agonist	CaV13 ICDI inh	MC4R barr agon	Granule exo inh	MC4R antag cAMP	ABCB6 inh 2	ABHD5 PLIN5 PPI	Cardio protect	PDI turbidity
COc1ccccc1N(CC(=O)NC1CCCC1)S(=O)(=O)c1cccc(C(F)(F)F)c1	-1	-1	-5	0.6	10	3	95	6	-1	-2
CC(C)C[C@@H](CNCC(=O)[C@H](CC(C)C)NC(=O)c1[nH]cnc1C(=O)N[C@@H](C)CN)NC(=O)c1nc[nH]c1C(=O)N[C@@H](C)C(=O)O	2	1	-7	-1.4	-1	3	98	-5	12	4
Cc1ccccc1NC(=O)Cc1nc(COC(=O)c2ccc(Cl)c(S(N)(=O)=O)c2)cs1	-1	1	-4	-1.6	6	4	99	5	8	2
CCCCC(=O)Nc1nnn(CCC)n1	0	3	-5	-1.1	-4	2	106	0	3	-2
Cc1cnc(NC(=O)Cc2ccc(C)c(C)c2)s1	-10	-4	-5	-0.2	-11	1	85	-4	-1	-8
COc1cc(OC)nc(NC(=O)CSc2nc3ccccc3o2)n1	5	4	x	2.3	4	-1	104	2	-6	-9
CC1(C)Cc2c(cnn2-c2ccccc2)C(NC(=O)CCCN2CCCC2=O)C1 (configuration not stated)	0	2	-6	-2.4	1	7	101	0	3	5
COc1ccccc1Nc1nc2ccccc2[nH]1	1	0	-7	-1.8	-3	-6	96	-1	-9	9
Cc1ccc(S(=O)(=O)N2[C@H](CC(=O)c3ccc(F)cc3)OC[C@@H]2C)cc1	x	-4	-5	x	-1	x	x	0	x	x
Cc1cccc(C)c1NC(=O)CNC(=O)C1CCCN(C(=O)c2ccc(Cl)cc2)C1 (configuration not stated)	5	6	-2	-1.0	3	-1	100	-2	-1	-15
Cc1cc(Cl)n2nc(C)c(-c3ccc(Cl)cc3)c2n1	1	-2	-3	-4.3	1	27	94	-2	14	-5
CCn1nc(NS(=O)(=O)c2ccc([N+](=O)[O-])cc2)c2cc3ccccc3nc21	0	0	-2	-0.4	6	20	101	-2	0	4
CN1CCN(S(=O)(=O)c2ccc(C(=O)NC3CCCCC3)cc2)CC1	1	0	-2	-0.8	-10	22	102	3	-4	-5
O=C(O)c1cc(NS(=O)(=O)c2cccc3nsnc23)cc(C(=O)O)c1	3	-7	-16	-1.3	-1	1	94	-1	1	-2
COc1c(C)oc2cc(O)ccc2c1=O	2	3	-4	0.1	10	-6	103	4	10	10
COCCn1c(SCC(=O)Nc2ccc(Cl)c(S(=O)(=O)N(C)C)c2)nc2ccccc21	-3	11	-5	0.0	7	4	89	-5	0	3
O=C(CSc1nc(-c2ccco2)cc(C(F)(F)F)n1)NC1CCCC1	-10	1	-3	-0.8	2	2	93	-3	-8	x
CCOc1ccc(NC(=O)Nc2ccc3nsnc3c2)cc1	0	-3	-5	1.2	-3	-4	97	5	-20	14
CC(C)c1cccc(C(C)C)c1NC(=O)OC1CCCCC1	-5	4	-8	x	0	x	96	8	-2	x
O=C(NCC(=O)N1CCN(S(=O)(=O)/C=C/c2ccccc2)CC1)c1ccc(Cl)cc1	-2	7	-1	3.7	2	31*	103	-8	-7	-3
S=C1SCN(Cc2ccccc2)CN1Cc1ccccc1	-3	1	-3	-0.2	47	10	95	-3	-3	-10
